Screening data from PubChem BioAssay.
M. tuberculosis HTS: M. tuberculosis growth inhibition, HTS (AID 449762); M. tuberculosis H37Rv growth inhibition, 7H9 media; higher % means a stronger effect; inhibition, % at 25 µM, or IC50 in µM where a hit was titrated; actives 0.59% (n = 330,000); in the data active means a potency from the dose series; inconclusive means inhibition above about 70% without an active follow-up result;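 further: bacterial growth assessed after seven days of incubation; strong numbers were not always called active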
influenza NS1A: NS1A inhibition, H1N1 influenza, cell based functional assay (AID 504329). NS1A functional cell-based assay, percent inhibition; higher % means a stronger effect. inhibition, % at 12.5 µM, or IC50 in µM where a hit was titrated. actives 0.3% (n = 340,000); in the data active means a potency from the dose series; inconclusive means inhibition above about 27% without an active follow-up result; further: strong numbers were not always called active
Salmonella PhoP GFP: PhoP regulon inhibitors, Salmonella typhi PhoP promoter GFP reporter, confirmatory (AID 1850); Salmonella Typhi PhoP-promoter GFP reporter, fluorescence, 4 h; higher % means a stronger effect; inhibition, % at 50 µM, or IC50 in µM where a hit was titrated; actives 0.33% (n = 310,000); in the data active means a potency from the dose series; inconclusive means inhibition mostly from about 25% at the one dose, without a potency; inactive means the rest, 99 in 100 with inhibition below about 19%;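 further: 0% = induced wells with vehicle and 100% = uninduced wells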
inhibitors of VEEV: inhibitors of VEEV TC-83 cytopathic effect, confirmation, Vero cells (AID 588727). inhibition, % at 20 µM, or IC50 in µM where a hit was titrated. actives 0.13% (n = 350,000). Vero cells, VEEV TC-83 cytopathic effect inhibition; higher % means a stronger effect; in the data active means a potency from the dose series; inconclusive means inhibition mostly from about 14% at the one dose, without a potency; inactive means the rest, 99 in 100 with inhibition below about 12%; further: strong numbers were not always called active
tuberculosis growth: growth inhibition of non-replicating M. tuberculosis (AID 488890) | actives 0.39% (n = 320,000) | Mycobacterium tuberculosis non-replicating, growth inhibition; higher % means a stronger effect | inhibition, % at 25 µM, or IC50 in µM where a hit was titrated; in the data active means a potency from the dose series; inconclusive means inhibition mostly from about 82% at the one dose, without a potency; inactive means the rest, 99 in 100 with inhibition below about 76%;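 further: plate controls were DMSO cells for no effect and high antibiotic wells for full effect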
inhibitors of VEEV 10K pilot screen: recorded beside inhibitors of VEEV, whose call it bears; inhibition, %; measured here: 10K pilot screen inhibition
* marks the source's active call; other numbers are inactive results.

`O=C(COC(=O)c1cnccn1)c1ccc2ccccc2c1` gave M. tuberculosis HTS 7.8%, influenza NS1A -9.6%, Salmonella PhoP GFP -27.0%, inhibitors of VEEV 4.7% and tuberculosis growth 31.1%.
For Cc1nc(SCC(=O)N2c3ccccc3NC(=O)CC2C)c2c(C)c(C)sc2n1 (stereo not drawn) the results were influenza NS1A -14.0% and inhibitors of VEEV 7.2%.
`COC(=O)C/C=C/[C@@H](C)[C@@H](/C=N/OCC[C@@H]1C=C[C@H](OC(C)=O)[C@@H](COC(C)=O)O1)NS(=O)(=O)c1ccc(C)cc1` gave M. tuberculosis HTS 1.0%, Salmonella PhoP GFP 14.1% and tuberculosis growth 10.4%.
COc1ccc(NC(=O)CCS(=O)(=O)c2ccc(Br)s2)cc1 was read as M. tuberculosis HTS -4.9%, influenza NS1A -6.8%, Salmonella PhoP GFP -0.1%, inhibitors of VEEV inactive and tuberculosis growth 19.0%.
For NC(=O)C1CCN(Cc2nc3cc(C(F)(F)F)ccc3c(=O)[nH]2)CC1 the results were M. tuberculosis HTS 2.7%, influenza NS1A 8.6%, Salmonella PhoP GFP -5.2%, inhibitors of VEEV 2.1% and tuberculosis growth 4.7%.
`CC(C)(C)NC(=O)c1cccc(NC(=O)c2ccco2)c1` gave M. tuberculosis HTS -8.8%, influenza NS1A -2.7%, Salmonella PhoP GFP -0.7%, inhibitors of VEEV 0.8% and tuberculosis growth -5.9%.
Screening CCOc1cc(C(=O)NC)cc(Br)c1OCc1ccccc1 returned M. tuberculosis HTS 2.5%, influenza NS1A 10.5%, Salmonella PhoP GFP -1.9%, inhibitors of VEEV 0.4% and tuberculosis growth 20.1%.
Screening O=C(O)c1ccccc1C=NN=C1c2ccccc2-c2ccccc21 returned influenza NS1A 2.0% and inhibitors of VEEV 0.8%.
CN1CCN(C(=O)Cn2ncc3c([nH]c4ccccc43)c2=O)CC1 was read as M. tuberculosis HTS -1.9%, influenza NS1A 9.2%, Salmonella PhoP GFP 7.1%, inhibitors of VEEV 0.9% and tuberculosis growth 7.1%.
Screening NC(=O)COC(=O)/C=C/c1cccc(Br)c1 returned M. tuberculosis HTS inconclusive, influenza NS1A -3.5%, Salmonella PhoP GFP -3.8%, inhibitors of VEEV 0.5% and tuberculosis growth 39.0%.
`CCn1nc(C)c(CN2CCC(n3nccc3NC(=O)CCCc3ccccc3)CC2)c1C` gave M. tuberculosis HTS 5.3%, influenza NS1A 11.4%, Salmonella PhoP GFP -3.9%, inhibitors of VEEV 0.2% and tuberculosis growth 5.9%.
`Cc1ccc(CNC(=O)CSc2ccc(-c3ccccn3)nn2)cc1` gave M. tuberculosis HTS 3.4%, influenza NS1A 14.6%, Salmonella PhoP GFP 5.6%, inhibitors of VEEV 4.4% and tuberculosis growth inconclusive.
`CN1CCC(O)(c2ccccc2)C2CCCC21` (stereo not drawn) gave M. tuberculosis HTS -11.9%, influenza NS1A -3.2%, Salmonella PhoP GFP -6.7%, inhibitors of VEEV 1.4% and tuberculosis growth 2.5%.
`O=C(CCSc1ccccc1)Nc1ccc(S(=O)(=O)N2CCOCC2)cc1` gave M. tuberculosis HTS -2.2%, influenza NS1A 7.0%, Salmonella PhoP GFP 5.8%, inhibitors of VEEV 3.2% and tuberculosis growth 6.6%.
Screening N/C(=N\OC(=O)N1c2ccccc2Sc2ccccc21)c1ccc(Br)cc1 returned M. tuberculosis HTS -4.4%, influenza NS1A 6.7%, Salmonella PhoP GFP -4.2%, inhibitors of VEEV 8.0% and tuberculosis growth 4.7%.
For CN1CCN(c2cc3c(cc2F)c(=O)c(C(=O)O)cn3CCF)CC1 the results were M. tuberculosis HTS inconclusive, influenza NS1A -3.8%, Salmonella PhoP GFP 0.31µM*, inhibitors of VEEV 4.1% and tuberculosis growth 7.52µM*.
`COc1ccc(-c2nc(CSCC(=O)NCCCN3CCCC3=O)c(C)o2)cc1` gave M. tuberculosis HTS 0.7%, influenza NS1A -5.7%, Salmonella PhoP GFP -5.2%, inhibitors of VEEV 6.8% and tuberculosis growth -0.4%.
Screening Fc1cccc(NC(=S)Nc2cccc3ccccc23)c1 returned M. tuberculosis HTS 2.9%, influenza NS1A 2.1%, Salmonella PhoP GFP -2.9%, inhibitors of VEEV 3.9% and tuberculosis growth 37.8%.
`Cc1c(NS(=O)(=O)c2cc(C(=O)NCc3ccco3)cc(Cl)c2Cl)c(=O)n(-c2ccccc2)n1C` gave M. tuberculosis HTS 42.0%, influenza NS1A 3.7%, Salmonella PhoP GFP 6.1%, inhibitors of VEEV 9.4% and tuberculosis growth 52.4%.
`O=C(C1CCN(c2ccc(N3CCOCC3)nn2)CC1)N1CCc2ccccc2C1` gave M. tuberculosis HTS -4.2%, influenza NS1A 5.4%, Salmonella PhoP GFP -2.2%, inhibitors of VEEV 1.6% and tuberculosis growth 52.1%.
Screening CCCS(=O)(=O)N1CCN(S(=O)(=O)c2ccccc2[N+](=O)[O-])CC1 returned M. tuberculosis HTS -4.0%, Salmonella PhoP GFP 9.4% and tuberculosis growth -3.8%.
`Cc1cnc(NC(=O)Cc2ccc(C)c(C)c2)s1` gave M. tuberculosis HTS 3.6%, influenza NS1A -1.9%, Salmonella PhoP GFP 0.2%, inhibitors of VEEV 0.7% and tuberculosis growth 17.5%.
For COC(=O)c1ccc(C2/C(=C(/O)c3ccc(OC)cc3)C(=O)C(=O)N2c2cc(C)on2)cc1 (stereo not drawn) the results were M. tuberculosis HTS -12.4%, influenza NS1A 3.5%, Salmonella PhoP GFP 4.2%, inhibitors of VEEV 0.1% and tuberculosis growth 12.2%.
`Cc1nc2ccc(C(=O)O)cc2nc1C` gave M. tuberculosis HTS -1.4%, influenza NS1A 4.5%, Salmonella PhoP GFP -8.4%, inhibitors of VEEV 1.1% and tuberculosis growth 7.1%.
Screening N#C/C(=C\c1ccc(N2CCOCC2)o1)c1ccccc1 returned M. tuberculosis HTS -0.5%, influenza NS1A 4.5%, Salmonella PhoP GFP -12.9%, inhibitors of VEEV 3.6% and tuberculosis growth 20.3%.
Screening COc1ccc(CCNC(=O)/C=C/c2cc(OC)c(OC)c(OC)c2)cc1OC returned M. tuberculosis HTS -3.7%, influenza NS1A 6.1%, Salmonella PhoP GFP -2.8%, inhibitors of VEEV 0.4% and tuberculosis growth 34.1%.
For Cc1[nH]n(-c2ccccc2)c(=O)c1Sc1ccc(Cl)cc1 the results were M. tuberculosis HTS -11.2%, influenza NS1A 8.8%, Salmonella PhoP GFP 3.9%, inhibitors of VEEV 0.1% and tuberculosis growth 17.4%.
Screening c1ccc(-c2ccc(SCc3cccnc3)nn2)nc1 returned M. tuberculosis HTS -8.4%, influenza NS1A 5.07µM*, Salmonella PhoP GFP 11.1%, inhibitors of VEEV 1.6% and tuberculosis growth 63.6%.
`CCN(CC(=O)N1CCCC1)S(=O)(=O)c1ccccc1` gave M. tuberculosis HTS -1.6%, influenza NS1A -3.4%, Salmonella PhoP GFP 3.1%, inhibitors of VEEV 0.4% and tuberculosis growth -2.9%.
CC1(C)CC(=O)C=C(c2ccc3ncccc3c2)C1 was read as M. tuberculosis HTS -8.6%, influenza NS1A -3.9%, inhibitors of VEEV 1.0%, tuberculosis growth 10.6% and inhibitors of VEEV 10K pilot screen 6.1.
CCC(=O)Nc1ccc(/C(C)=N\NS(=O)(=O)c2ccc(C)cc2)cc1 was read as M. tuberculosis HTS -0.3%, influenza NS1A -2.9%, Salmonella PhoP GFP -3.9%, inhibitors of VEEV 3.1% and tuberculosis growth 16.4%.
`COc1cccc(C(=O)NC(C)c2cccc3ccccc23)c1OC` (stereo not drawn) gave M. tuberculosis HTS 8.2%, influenza NS1A 8.5%, Salmonella PhoP GFP 6.2%, inhibitors of VEEV inactive and tuberculosis growth 12.8%.
For COc1ccc(OC)c2sc(N(CCN(C)C)C(=O)c3cc(Cl)sc3Cl)nc12 the results were M. tuberculosis HTS 2.2%, influenza NS1A 3.7%, Salmonella PhoP GFP 13.0%, inhibitors of VEEV inactive and tuberculosis growth 10.5%.
For Nc1ccc2nc(N)sc2c1 the results were influenza NS1A -10.5% and inhibitors of VEEV 2.5%.
`Cc1ccc(NC(=O)C(=O)NCCCN2CCCC2=O)c(C)c1` gave M. tuberculosis HTS -3.8%, influenza NS1A -1.4%, Salmonella PhoP GFP -4.1%, inhibitors of VEEV 3.4% and tuberculosis growth -15.0%.
Screening Cc1cccc(N=C2SC(C)CN2C(=O)CN2C(=O)NC3(CCCC3)C2=O)c1 (stereo not drawn) returned M. tuberculosis HTS -5.8%, influenza NS1A -3.5%, Salmonella PhoP GFP 2.6%, inhibitors of VEEV 7.2% and tuberculosis growth 71.5%.
For CCN1C(=O)c2ccccc2S(=O)c2ccc(C(=O)N3CCOCC3)cc21 (stereo not drawn) the results were M. tuberculosis HTS 2.6%, influenza NS1A 12.8%, Salmonella PhoP GFP 5.1%, inhibitors of VEEV 0.6% and tuberculosis growth -23.8%.
COc1cc(OC)c2c(-c3ccccc3)cc(=O)oc2c1C(CCN1CCCC(C)C1)c1ccc(N(C)C)cc1 (stereo not drawn) was read as M. tuberculosis HTS inconclusive, influenza NS1A 11.4µM*, Salmonella PhoP GFP -0.9%, inhibitors of VEEV inactive and tuberculosis growth inconclusive.
Screening Nc1nc(N2C(=O)C3CC=CCC3C2=O)nn1-c1ccccc1 (stereo not drawn) returned M. tuberculosis HTS 5.5%, influenza NS1A -5.3%, Salmonella PhoP GFP 12.5%, inhibitors of VEEV inactive and tuberculosis growth 6.2%.
O=C(NCC(c1cccs1)N1CCOCC1)c1cc2ccccc2o1 (stereo not drawn) was read as M. tuberculosis HTS -2.1%, influenza NS1A -10.1%, Salmonella PhoP GFP 5.7%, inhibitors of VEEV inactive and tuberculosis growth 19.0%.
Cc1ccc2c(CN3CCOCC3)cc(=O)oc2c1C was read as M. tuberculosis HTS -0.4%, influenza NS1A -20.2%, Salmonella PhoP GFP -4.6%, inhibitors of VEEV 1.1% and tuberculosis growth 8.8%.
Screening COc1ccc(C(=O)CSc2n[nH]c(-c3ccncc3)n2)cc1[N+](=O)[O-] returned M. tuberculosis HTS -3.2%, influenza NS1A 7.6%, Salmonella PhoP GFP 2.6%, inhibitors of VEEV inactive and tuberculosis growth 18.7%.
CCn1c(NCc2ccccn2)nc2c1c(=O)n(C)c(=O)n2C was read as M. tuberculosis HTS 5.8%, influenza NS1A -27.1%, Salmonella PhoP GFP 2.8%, inhibitors of VEEV 0.3% and tuberculosis growth -3.1%.
Screening CCNc1nnc(CCn2nc(C)c(Br)c2C)s1 returned M. tuberculosis HTS -2.7%, influenza NS1A 2.6%, Salmonella PhoP GFP -7.3%, inhibitors of VEEV 1.6% and tuberculosis growth 2.7%.
Screening O=C(Nc1ccc2c(c1)OCCO2)c1cccc2nc3ccccc3nc12 returned M. tuberculosis HTS inconclusive, influenza NS1A 1.5%, Salmonella PhoP GFP -6.9%, inhibitors of VEEV 7.5% and tuberculosis growth inconclusive.
CCC(C)(C)n1nnnc1C(c1ccc(OC)c(OC)c1)N1CCN(c2cccc(OC)c2)CC1 (stereo not drawn) was read as M. tuberculosis HTS 5.2%, influenza NS1A 5.1%, Salmonella PhoP GFP -13.2%, inhibitors of VEEV 2.4% and tuberculosis growth 29.0%.
`Cc1ccc(-n2nc(-c3ccco3)cc2C(=O)NCc2cccnc2)cc1` gave M. tuberculosis HTS 2.2%, influenza NS1A 1.7%, Salmonella PhoP GFP 3.7%, inhibitors of VEEV 1.2% and tuberculosis growth 24.8%.
Clc1ccc(CNc2ccccn2)cc1 was read as M. tuberculosis HTS -2.8%, influenza NS1A 1.6%, Salmonella PhoP GFP 11.3%, inhibitors of VEEV 0.6% and tuberculosis growth 20.1%.

Reprinted at random: 3 records from the list.
`CN1CCC(O)(c2ccccc2)C2CCCC21` (stereo not drawn) gave M. tuberculosis HTS -11.9%, influenza NS1A -3.2%, Salmonella PhoP GFP -6.7%, inhibitors of VEEV 1.4% and tuberculosis growth 2.5%.
`COc1ccc(-c2nc(CSCC(=O)NCCCN3CCCC3=O)c(C)o2)cc1` gave M. tuberculosis HTS 0.7%, influenza NS1A -5.7%, Salmonella PhoP GFP -5.2%, inhibitors of VEEV 6.8% and tuberculosis growth -0.4%.
Screening Fc1cccc(NC(=S)Nc2cccc3ccccc23)c1 returned M. tuberculosis HTS 2.9%, influenza NS1A 2.1%, Salmonella PhoP GFP -2.9%, inhibitors of VEEV 3.9% and tuberculosis growth 37.8%.

Not a hit list. About 1.5% of those tested had a hit in this group.
